# Screens as filed in PubChem BioAssay.
# FXN GAA850 act – increases GAA850 frataxin promoter reporter activity | AID 540364 | HEK293 lucGAA850 FXN promoter luciferase reporter, 24 h; percent of 10 µM SAHA response | 360,000 compounds, 0.56% hits | activation, % at 6 µM;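 active = activation above the average of all compounds screened plus 3 SD, cutoff fixed separately per campaign, cut at about 7.5% in these data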;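 note: 0% = DMSO wells and 100% = 10 µM SAHA wells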
# ADAM10 inh – inhibitors of human ADAM10. O14672. 370,000 compounds, 0.62% hits. recombinant ADAM10, EDANS/DABCYL FRET peptide cleavage, 3 h. AID 720582. inhibition, % at 7 µM;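 active = inhibition above a per-campaign cutoff equal to the mean of compounds falling between control-based bounds plus 3 SD, cut at about 20% in these data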;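 note: 0% = DMSO wells while the 100% control is not disclosed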
# ADAM17 inh – inhibits human ADAM17. inhibition, % at 6.95 µM. AID 720648. 370,000 compounds, 0.83% hits. recombinant ADAM17, EDANS/DABCYL FRET peptide cleavage;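 active = inhibition above the mean of compounds lying between control limits plus 3 SD, set per campaign, cut at about 8.5% in these data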;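 note: 0% = DMSO-only wells as the low control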
# PLCb3 inh – blocks human PLC-beta3 enzyme activity. Q01970. Purified PLC-beta3, fluorogenic substrate, fluorescence. inhibition, % at 12.2 µM. 370,000 compounds, 0.18% hits. AID 720704; in the data active = inhibition above about 11%;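 note: 0% = median of compound wells on plate and 100% = full blocker control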
# sPLA2-III inh – Inhibits HGIII-sPLA2 liposome hydrolysis, primary screen; AID 743126; 370,000 compounds, 0.56% hits; inhibition, % at 12.2 µM; QFRET BODIPY PC-A2 liposome hydrolysis, fluorescence;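 active = inhibition above mean plus 3 SD of compounds lying within the high and low control bounds, cut at about 19% in these data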;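 note: 0% = median of test compound wells and 100% = no enzyme DMSO wells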
# DAX1 inh-1 – inhibitors of human orphan nuclear receptor DAX1 (NR0B1); 340,000 compounds, 0.99% hits; AID 504766; P51843; HEK293 Gal4-DAX1 luciferase reporter, luminescence; inhibition, % at 6.75 µM;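 active = inhibition above the mean over all tested compounds plus 3 SD, cut at about 4.2% in these data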;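 note: 0% = DAX1-transfected cells with DMSO and 100% = empty-vector control cells with DMSO; inhibition shows as a rise in luminescence from relieved DAX1 repression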
# PLCg1 inh – inhibitors of human phospholipase C gamma1; purified PLC-gamma1, fluorogenic substrate, fluorescence; 370,000 compounds, 0.84% hits; AID 720700; inhibition, % at 12.2 µM; in the data active = inhibition above about 9.5%
# Target sequence (P19174 whole entry, looked up): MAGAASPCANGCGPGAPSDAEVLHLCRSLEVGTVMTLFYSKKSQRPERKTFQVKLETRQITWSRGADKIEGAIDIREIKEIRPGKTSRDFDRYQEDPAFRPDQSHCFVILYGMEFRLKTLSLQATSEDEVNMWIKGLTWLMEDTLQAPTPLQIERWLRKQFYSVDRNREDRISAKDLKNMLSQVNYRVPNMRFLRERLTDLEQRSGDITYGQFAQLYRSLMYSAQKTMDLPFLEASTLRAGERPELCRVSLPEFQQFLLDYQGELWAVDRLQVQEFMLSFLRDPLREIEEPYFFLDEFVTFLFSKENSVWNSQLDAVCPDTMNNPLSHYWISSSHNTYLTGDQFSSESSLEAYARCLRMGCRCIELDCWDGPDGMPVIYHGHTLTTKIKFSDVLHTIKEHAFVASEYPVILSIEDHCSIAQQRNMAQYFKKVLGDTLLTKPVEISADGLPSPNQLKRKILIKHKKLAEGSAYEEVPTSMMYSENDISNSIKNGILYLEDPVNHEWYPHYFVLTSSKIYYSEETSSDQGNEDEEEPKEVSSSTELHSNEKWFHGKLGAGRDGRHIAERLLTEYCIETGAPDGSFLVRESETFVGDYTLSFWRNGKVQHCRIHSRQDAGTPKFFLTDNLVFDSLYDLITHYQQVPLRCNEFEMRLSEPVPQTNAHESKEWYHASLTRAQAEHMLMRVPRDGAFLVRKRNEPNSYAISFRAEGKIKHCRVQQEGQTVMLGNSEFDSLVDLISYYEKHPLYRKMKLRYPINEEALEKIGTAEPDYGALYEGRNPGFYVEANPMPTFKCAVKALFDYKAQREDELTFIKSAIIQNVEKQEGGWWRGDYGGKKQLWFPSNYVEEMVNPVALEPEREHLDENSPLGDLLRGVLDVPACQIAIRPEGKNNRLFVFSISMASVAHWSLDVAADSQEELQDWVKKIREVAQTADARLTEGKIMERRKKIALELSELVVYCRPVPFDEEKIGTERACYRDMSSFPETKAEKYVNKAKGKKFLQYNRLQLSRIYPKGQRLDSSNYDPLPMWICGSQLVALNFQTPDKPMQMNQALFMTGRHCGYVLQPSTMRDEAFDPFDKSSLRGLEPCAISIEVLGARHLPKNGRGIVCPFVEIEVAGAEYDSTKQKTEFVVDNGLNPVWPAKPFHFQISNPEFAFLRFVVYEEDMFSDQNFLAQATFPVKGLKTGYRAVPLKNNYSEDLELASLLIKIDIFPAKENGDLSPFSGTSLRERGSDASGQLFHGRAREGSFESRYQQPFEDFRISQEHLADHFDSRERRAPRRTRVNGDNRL
# DAX1 inh-2 – DAX1 (NR0B1) inhibition, primary screen; inhibition, % at 6.8 µM; 370,000 compounds, 1.1% hits; AID 652010; HEK293T StAR-luciferase reporter, SF-1/DAX-1 repression relief;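 active = inhibition above the mean over all tested compounds plus 3 SD, cut at about 3.6% in these data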;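 note: 0% = DAX-1 cells with DMSO and 100% = cells lacking DAX-1 with DMSO; higher inhibition means more luminescence from relief of DAX-1 repression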
# hgDAF-12 ag – activates the H. glycines DAF-12 receptor ligand-binding domain; HEK293 GAL4-hgDAF12 UAS-luciferase reporter, agonist luminescence; normalized to butyrate control; activation, % at 6.8 µM; 370,000 compounds, 1.8% hits; AID 687014;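 active = activation above a cutoff set at the mean of all screened compounds plus 3 SD, cut at about 10% in these data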;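 note: 0% = DMSO wells and 100% = sodium butyrate wells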
# hcDAF-12 act – activates DAF-12 receptor from parasite H. contortus; AID 652067; HEK293 hcDAF-12 lit1-tk-luc reporter, luminescence; 0% DMSO, 100% Δ7-dafachronic acid; activation, % at 6.8 µM; 370,000 compounds, 1.4% hits;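 active = activation above the mean of all tested compounds plus 3 SD, cut at about 5.5% in these data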;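 note: 100% = response to 3 µM Δ7-dafachronic acid high control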
# ssDAF-12 act – activates DAF-12 receptor from parasite S. stercoralis | HEK293 ssDAF-12/GRIP1 lit1-tk-luc reporter, luminescence; % of 3 µM dafachronic acid response | activation, % at 6.8 µM | 370,000 compounds, 1% hits | AID 652126;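 active = activation above the mean over all tested compounds plus 3 SD, cut at about 0.9% in these data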;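 note: 0% = DMSO-only wells and 100% = 3 µM delta7-dafachronic acid wells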
# Active calls of the source: *; / = not tested or not shown. Hits appear at their usual frequency (roughly 6.9% active in at least one column).
compound	FXN GAA850 act	ADAM10 inh	ADAM17 inh	PLCb3 inh	sPLA2-III inh	DAX1 inh-1	PLCg1 inh	DAX1 inh-2	hgDAF-12 ag	hcDAF-12 act	ssDAF-12 act
COc1ccc(OC)c(C2NC(=S)NC(C)=C2C(=O)Nc2ccccn2)c1 (configuration not stated)	1.3	-1	1	-5	13	0.1	-2	0.3	-2.4	-1.2	-1.1
Cc1ccc(-n2c(=O)c3sccc3n(CC(=O)N3CCCC3)c2=O)cc1	-1.9	0	2	3	-3	1.7	2	0.1	-0.8	-1.5	-1.0
Cc1cccc(CC(=O)N2CCN(C(=O)c3ccco3)CC2)c1	-3.1	-2	-4	-7	1	-0.1	3	-0.3	-0.7	-1.1	-1.2
O=C(COc1c(Cl)cc(Cl)cc1Cl)N/N=C/c1ccc[nH]1	/	0	1	1	-8	/	0	/	-6.2	-4.2	-2.1
COc1ccc(NCc2ccc([N+](=O)[O-])s2)c(OC)c1	1.5	5	3	-5	25*	-2.0	0	-1.4	-6.2	-1.1	-1.1
CCc1nc2c(OCc3ccc(C(=O)N(C)C)cc3)cccn2c1N(C=O)Cc1ccccc1	1.5	-10	0	-9	-5	/	-10	0.8	-3.9	0.8	-0.9
Cc1nn(-c2ccc(Cl)cc2)c(NC(=O)C(C)C)c(-c2ccccc2)c1=O	-0.8	2	-2	-6	0	-0.1	2	-0.2	0.9	-0.5	0.0
CN(Cc1ccc(F)cc1Cl)S(=O)(=O)c1cccs1	0.3	-1	-2	-6	2	-0.3	2	-0.2	-2.2	-1.6	-0.5
COc1ccc2ncn(-c3ccccc3)c2c1	-4.2	0	-3	-2	3	0.3	0	0.2	1.6	-3.2	-1.4
O=C1CCN(Cc2ccccc2)CCN1[C@H](CSc1ccccc1)Cc1ccccc1	0.8	6	-3	4	3	-0.8	1	0.0	0.0	-1.2	-1.3
CCc1ccc(/C=N/Nc2ncnc3nc[nH]c23)cc1	11*	-4	-2	-5	3	-0.1	-97	5.2*	11*	3.2	-0.7
O=C1CSC(c2ccccc2F)N1CCN1CCCCC1 (configuration not stated)	2.1	-12	-3	-5	10	0.5	4	0.1	-0.8	-1.2	-1.6
COCc1ccc(C(=O)N(C)C2CCCN(Cc3ccccc3F)C2)o1 (configuration not stated)	1.4	-9	-3	-7	1	0.7	-1	-0.1	1.0	0.4	-0.9
CCOc1ccc(NC(=S)N2CCC(C(N)=O)CC2)cc1	1.9	-2	-2	-3	7	0.8	-1	0.0	1.7	-1.3	-1.9
COc1ccc(CNC(=O)COC(=O)c2ccccc2OCC(=O)Nc2ccc(SC(F)F)cc2)cc1	0.6	-2	-5	-7	3	6.5*	-1	0.5	1.8	0.7	-1.0
COc1cccc(C(C(=O)NCc2ccco2)N(C(=O)Cn2nnc3ccccc32)C2CC2)c1OC (configuration not stated)	-1.0	6	-2	2	-1	-0.8	-1	-0.1	-0.2	-0.9	-1.1
CCn1c2ccccc2c2cc(/C=N/n3c(-c4cc(C)[nH]n4)n[nH]c3=S)ccc21	-12	-61	-29	-463	0	-2.9	-322	-0.7	-4.7	-3.3	-2.2
COc1ccc(NC(=O)CSc2ccc3nnc(-c4cccnc4)n3n2)cc1OC	-0.9	3	-6	-7	7	1.1	0	0.0	-1.6	-2.4	-0.8
CCN1C(=O)/C(=C\c2cccn2-c2ccc([N+](=O)[O-])cc2)N(CC)C1=S	1.5	0	0	2	8	-1.2	2	-0.5	-2.1	-1.5	-1.2
COc1ccccc1Nc1ccc(C(=O)NCc2cccs2)cn1	-2.2	-10	0	-6	0	1.4	-2	0.2	-1.0	0.5	-0.6

compound	FXN GAA850 act	ADAM10 inh	ADAM17 inh	PLCb3 inh	sPLA2-III inh	DAX1 inh-1	PLCg1 inh	DAX1 inh-2	hgDAF-12 ag	hcDAF-12 act	ssDAF-12 act
COCCN(C(=O)COC(=O)c1cc2ccccc2cc1OC)c1c(N)n(Cc2ccccc2)c(=O)[nH]c1=O	-2.1	-382	-128	-204	-11	-0.5	-196	-0.6	-0.3	1.6	-0.6
CC1=C(n2nnc([N+](=O)[O-])n2)C(c2cccnc2)C(C#N)=C(N)O1 (configuration not stated)	1.1	4	2	1	5	-2.6	-1	-1.2	-6.6	0.8	-1.6
CC(=O)N(c1nnc(-c2cccc(C)c2)s1)C1CCCC1	5.1	-6	-1	-9	10	2.3	-3	0.6	4.7	1.6	-0.9
Cc1ccc(C(=O)OCC(=O)N2CCC(c3ccccc3)=N2)c(C)c1	-0.7	0	1	-11	3	0.7	-4	0.3	0.8	0.1	-0.7
CC1CCN(c2nc3c(=O)[nH]c(N)nc3n2[C@@H]2O[C@H](CO)[C@@H](O)[C@H]2O)CC1	1.7	8	2	0	4	0.5	3	-0.2	-0.9	-1.1	-1.1
Cc1ccc(C)c(NC(=O)CCN2CCCCC2)c1	-0.4	5	-2	-2	4	2.2	2	0.2	2.0	0.7	-0.9
CCOC(=O)N1CCN=C1SCc1ccc(C(F)(F)F)cc1	2.3	-3	-5	-6	4	-0.1	1	-0.9	2.4	0.3	-1.5
CC(C)(C)NC(=O)NC(=O)CN1CCN(c2ncc(C(F)(F)F)cc2Cl)CC1	1.3	-2	-3	-4	1	1.3	1	-0.8	0.2	-2.5	-1.4
Cc1ccc(NC(=O)CSc2ncccn2)c([N+](=O)[O-])c1	4.7	6	-2	3	2	0.7	3	0.6	6.1	0.3	-0.5
CCOC(=O)c1nc(C)nc(Sc2n[nH]c(-c3cc(Cl)cc(Cl)c3)n2)c1C	-0.8	3	0	-4	-11	0.9	3	0.6	0.1	-0.6	-0.2
O=C(NC1CCCCCC1)C1CCN(c2nc3ccccc3o2)CC1	0.9	-4	-6	2	-5	-0.4	0	-2.0	-1.1	-2.3	-1.6
CCOc1ccccc1NC(=O)C1CCCN1S(=O)(=O)c1ccc2c(c1)C(C)(C)C(=O)N2C (configuration not stated)	-0.1	-10	-2	-3	-3	/	-1	-1.1	1.4	-1.8	-1.1
CCOC(=O)CC1C(=O)NCCN1S(=O)(=O)c1ccc(Cl)cc1Cl (configuration not stated)	-2.4	3	1	4	-5	-0.7	0	0.0	-3.2	-0.7	-1.3
CC(=O)N1CCC(=NNc2nc3ccccc3s2)CC1	4.1	7	-1	-15	7	-0.3	-14	0.6	7.0	6.5*	0.6
COc1ccc(NC(=S)NCCSc2ccc(C)cc2)c(OC)c1	-0.7	11	3	3	1	-0.6	3	-0.7	-2.3	-0.3	-1.0
CCOC(=O)CCCC(=O)Nc1ncnc2c1C(c1ccccc1)c1c(ccc3ccccc13)O2 (configuration not stated)	-0.8	4	4	0	-7	0.4	3	-0.2	-2.2	-2.1	-1.4
CC(=O)c1ccc2c(c1)OCCOCCOCCO2	-1.3	-1	2	-6	-2	1.0	0	0.2	0.3	-0.1	-0.4
CCC(C(=O)NC(C)(C)C)n1c(-c2ccc(C)cc2)nc2ccccc21 (configuration not stated)	/	-5	0	2	5	/	-1	-0.5	0.0	0.3	-1.1
CCC(C)NC(=O)CCSCCC(=O)NC(C)CC (configuration not stated)	2.0	-10	2	2	15	-0.6	4	-0.1	-1.7	-2.3	-0.6
O=C(Nc1ccccn1)NC(C(F)(F)F)C(F)(F)F	4.5	-7	-2	2	0	0.7	-3	0.9	2.9	1.0	-1.1

# Fetched by compound from the entries so far:
compound	FXN GAA850 act	ADAM10 inh	ADAM17 inh	PLCb3 inh	sPLA2-III inh	DAX1 inh-1	PLCg1 inh	DAX1 inh-2	hgDAF-12 ag	hcDAF-12 act	ssDAF-12 act
O=C(NC1CCCCCC1)C1CCN(c2nc3ccccc3o2)CC1	0.9	-4	-6	2	-5	-0.4	0	-2.0	-1.1	-2.3	-1.6
O=C(Nc1ccccn1)NC(C(F)(F)F)C(F)(F)F	4.5	-7	-2	2	0	0.7	-3	0.9	2.9	1.0	-1.1

# Remaining list, next part:
compound	FXN GAA850 act	ADAM10 inh	ADAM17 inh	PLCb3 inh	sPLA2-III inh	DAX1 inh-1	PLCg1 inh	DAX1 inh-2	hgDAF-12 ag	hcDAF-12 act	ssDAF-12 act
COc1ccc(S(=O)(=O)N(C)CC(=O)N2CCCC2)cc1OC	2.2	6	1	-2	-2	1.3	0	-0.3	1.4	-0.8	-1.5
O=[N+]([O-])c1ccc2c(c1)C=C1CCCCC1(N1CCCC1)O2 (configuration not stated)	1.6	7	0	-1	3	0.9	2	-0.3	-0.4	-1.4	-1.4
Clc1ccc(CONc2ncnc3nonc23)c(Cl)c1	4.7	-3	0	-1	-19	2.5	-2	1.7	11*	1.1	-0.8
CCN=C1S/C(=C\c2cn(CC)c3ccccc23)C(=O)N1CC	5.5	5	4	-2	0	-0.6	-7	-0.9	-2.8	0.5	-1.0
Cc1ccc(Cn2ccc(NC(=O)C3C4CCC(C4)C3C(=O)O)n2)cc1 (configuration not stated)	1.1	8	2	1	4	1.0	9.6*	0.1	2.3	-1.2	-0.9
CSc1nnc2c(n1)c(C)nn2-c1cccc(C)c1	3.9	-5	-5	0	3	2.0	-4	0.1	2.4	2.8	-0.6
CC(OC(=O)C(C)N1C(=O)C2C3C=CC(C4CC34)C2C1=O)C(=O)c1ccccc1 (configuration not stated)	0.1	-1	-1	-1	1	-1.4	0	-1.1	-2.5	-1.8	-1.4
CCNC(=S)N(CCc1cccc(C)c1)Cc1cc2cc(OC)c(OC)cc2[nH]c1=O	1.9	-274	-68	-28	-1	-0.8	-21	-0.8	2.0	1.4	-1.2
Cc1ccc(NC2CCCN(C(=O)CSc3ccccn3)C2)cc1C (configuration not stated)	1.3	8	3	-7	-3	-0.2	-2	-1.0	1.2	-0.2	-0.7
COc1ccc(CCNC(=O)C2CCN(S(=O)(=O)c3cccc4nonc34)CC2)cc1OC	1.3	3	0	-1	-2	-0.3	-2	0.3	1.1	-1.5	-1.1
CC1(C(=O)NC(=S)N(Cc2ccccc2)c2ccccn2)CC1(Cl)Cl (configuration not stated)	1.6	-4	-3	-1	-6	-0.5	1	0.2	3.2	-1.6	-1.1
COc1ccc(CN(C)C(=O)Cn2cnc3c(NCc4ccccc4)ncnc32)cc1OC	0.3	-10	-3	-1	8	-2.4	-1	-4.3	-5.1	-3.1	-1.8
CCc1nc(Nc2ccc3nccnc3c2)c2oc3ccccc3c2n1	-9.9	-47	-22	-158	6	0.5	-106	-0.9	-1.4	-0.7	-0.5
CC1(c2ccc3ccccc3c2)NC(=O)N(CC(=O)NCC(C)(C)N2CCOCC2)C1=O (configuration not stated)	-0.8	-4	-1	-2	6	-0.4	1	-0.9	1.7	-0.3	-0.3
CCOc1ccc(C(=O)C[n+]2ccc(C(=O)NCc3ccccc3)cc2)cc1	0.8	-45	-16	-70	-4	-0.1	-57	-0.4	-3.2	-1.2	-0.8
CCOC(=O)c1c(NC(=O)COC(=O)Cn2cnc3c2c(=O)n(C)c(=O)n3C)sc(C)c1CC	-0.6	7	1	-6	0	-0.3	-1	0.0	-0.1	-0.7	-0.7
